TGFb SMAD3 inh: qHTS for Inhibitors of TGF-b. HepG2 CAGA-GFP TGF-b/SMAD3 reporter, GFP fluorescence, 18 h; TGF-beta stimulated, 500 pg/mL final. hit rate 1.2% among 410,000. Potency, µM (series often up to 46.1 µM), for inactives: at the top dose activity, negative = inhibition, actives largely listed as inhibitors; also: potency is read from the fitted curve at half-maximal effect; % is scaled to controls: 0 for no effect and ±100 for the full control effect; nearly all actives have a fitted effect of over 65% in size
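Read-out: total well GFP (ex488/em500-530) summed from mean per-cell fluorescence. Cells: HEPG2 CAGA-GFP, 1% FBS DMEM, 18 h at 37 degrees C with 500 pg/mL final TGF-beta. Unstimulated wells served as the full-inhibition control; stimulated DMSO wells = 0%.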
Nrf2 activator: qHTS of Nrf2 Activators. AREc32 ARE-luciferase reporter (MCF7-derived line), luminescence, 24 h. Potency, µM (series often up to 46.1 µM), inactives show top-dose activation, most hits filed as activators. hit rate 0.31% among 410,000. AID 624171, 2012; also: potency is read from the fitted curve at half-maximal effect; % of control where 0% means no effect; nearly all actives have a fitted effect of over 65% in size
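AREc32 cells carrying an ARE-driven firefly luciferase, 1000 cells/well in OPTI-MEM with 5% FBS, dosed after overnight attachment and incubated 24 hr at 37 deg C. Steady-Glo luminescence read after 30 min at RT.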
Nrf2 block: Nrf2 qHTS screen for inhibitors; hit rate 2.1% among 360,000; Potency, µM (highest dose often 46 µM), without a hit: at the top dose activity change, negative = inhibition, usual class: inhibitors; A549 ARE-Fluc reporter, luciferase luminescence, 18-24 h; also: potency is read from the fitted curve at half-maximal effect; % is scaled to controls: 0 for no effect and ±100 for the full control effect; nearly all actives have a fitted effect of over 60% in size
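In this cell-based qHTS, ARE-driven firefly luciferase in A549 cells reports Nrf2 activity; the luminescent signal after BugLite lysis is the measured value, with a prior CellTiter-Fluor read for cell health.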
HepG2 tox: qHTS for Inhibitors of TGF-b: Cytotox Counterscreen. HepG2 CAGA-GFP viability, ATP luminescence, 18 h. Potency, µM (titrated, usually from 46.1 µM), for the others: at the top dose activity change, negative = cytotoxicity, usual class: cytotoxic. hit rate 0.76% among 410,000. AID 588856, 2011; also: potency is read from the fitted curve at half-maximal effect; some results filed as inactive show a strong effect at the top dose
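CellTiter-Glo luminescence gave cytotoxicity after 18 hours at 37 degrees C. The cells were HepG2 CAGA-GFP in 1% FBS DMEM, stimulated with 500 pg/mL TGF-beta after compound addition. %Activity was normalised to no-cell wells (complete cell-killing) and DMSO (no toxicity), and curves were fitted and classified.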
IL1B secr inh: qHTS for Inhibitors of Inflammasome Signaling: IL-1-beta AlphaLISA Primary Screen; THP-1 LPS/ATP IL-1B secretion, AlphaLISA, 16 h; hits give low values; activity change, % at 57.5 µM; hit rate 4.7% among 360,000; in the data active = activity change below about -50%; inconclusive = mostly about -30% to -49%; also: % is scaled to controls: 0 for no effect and ±100 for the full control effect
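Secreted IL-1B measured by AlphaLISA bead assay after 16 h compound exposure of THP-1 cells; compounds (final up to 57.5 uM) added 1 h before LPS (250 ng/mL) and ATP (1.25 mM) stimulation; lower signal means less secretion.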
A549 tox: Nrf2 qHTS screen for inhibitors: counterscreen for cytotoxicity | hit rate 0.16% among 390,000 | AID 504648, 2011 | A549 ARE-Fluc cells, CellTiter-Fluor viability, 18-24 h | Potency, µM (highest dose often 46 µM), inactives show at the top dose activity change, negative = cytotoxicity, hits mostly inhibitors; also: potency is read from the fitted curve at half-maximal effect; % is scaled to controls: 0 for no effect and ±100 for the full control effect
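A549 ARE_Fluc cells in 5% FBS OPTI-MEM were exposed to compounds in concentration-response for 18-24 h at 37 deg C. Viability was read by CellTiter-Fluor fluorescence (Ex 405/Em 525) after 30 min, before the luciferase read.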
ATXN viability: Viability Counterscreen for Primary qHTS for Inhibitors of ATXN expression | S2 cells (HEK-293 line with an ATXN2-luciferase reporter) viability, CellTiter-Fluor protease fluorescence, 24 h | Potency, µM (top dose mostly 56.7 µM), usual class: cytotoxic | hit rate 0.49% among 400,000 | AID 651635, 2014; also: potency is read from the fitted curve at half-maximal effect; nearly all actives have a fitted effect of over 40% in size
ATXN2 expr inh: Primary qHTS for Inhibitors of ATXN expression; HEK-293 ATXN2-luciferase reporter, luminescence, 24 h; Potency, µM (titrated, usually from 57 µM), for the others: top-dose activity change, negative = inhibition, actives largely listed as inhibitors; hit rate 0.72% among 360,000; also: potency is read from the fitted curve at half-maximal effect; % is scaled to controls: 0 for no effect and ±100 for the full control effect; nearly all actives have a fitted effect of over 55% in size
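qHTS (up to 57 uM final) was run with 24 h compound exposure of reporter cells at 37 °C. Each well was multiplexed: SteadyGlo luminescence measured ATXN2-luciferase expression after a fluorogenic Gly-Phe-AFC viability readout (25 uM final).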
MCF10A rereplic: A quantitative high throughput screen for small molecules that induce DNA re-replication in MCF 10a normal breast cells | hit rate 2.9% among 350,000 | MCF 10A DNA re-replication, Hoechst nuclear intensity, 48 h | Potency, µM (highest dose often 46.1 µM), inactives show at the top dose activity, positive = re-replication, actives largely listed as activators | AID 624296, 2012; also: potency is read from the fitted curve at half-maximal effect; % of control where 0% means no effect; nearly all actives have a fitted effect of over 50% in size
Starred values were filed as active, the others as inactive; i = inactive; ? = inconclusive; / = not tested or not shown; [ ] = another dose, or the depositor's remark. Unless noted, calls follow the shape of the dose curve; as a rule, active = well fitted curve in the direction sought with a large enough effect; inconclusive = small, poorly fitted or top-dose-only effect, or another doubt; inactive = no such curve, though single readings can be large; an effect the other way counts as inactive or inconclusive. Not a hit list; 8.8% or so of the library scored in one or more.

SMILES | HepG2 tox | IL1B secr inh | Nrf2 block | Nrf2 activator | ATXN2 expr inh | MCF10A rereplic | A549 tox | ATXN viability | TGFb SMAD3 inh
CC12CC3(C)CC(C)(C1)CC(C(=O)NCC(=O)O)(C2)C3 | 4% | 4 | -15% | -0.2% | -16% | -3% | 0% | i | 6%
CSCCC(=O)N1CCC(n2nccc2NC(=O)CCc2ccccc2)CC1 | 5% | 14 | 6% | -0.7% | -1% | 3% | 5% | i | 4%
CCOC(=O)CC(=O)Nc1ccsc1C(N)=O | -45% | 5 | 4% | 0.4% | 7% | -1% | 3% | i | 0%
O=C(NCCNC(=O)c1cccnc1)c1ccc(Br)cc1 | 3% | 48 | 12% | 0.2% | 8% | 0% | 0% | i | 0%
O=C(c1cccs1)N1CCN(c2nnc(-c3ccccc3)c3ccccc23)CC1 | -4% | -87* | ? | 0.1% | -16% | 2% | -3% | i | 2%
N#CCSc1n[nH]c2nc3c(c(=O)n12)C1(CCCC1)Cc1ccccc1-3 | -12% | 42 | 11% | 2.8% | 4% | 10µM* | 0% | i | 0%
CSCCC(NC(=O)c1ccccc1Br)C(=O)N1CCCCCCC1 (stereo unspecified) | -19% | -3 | 2% | 0.3% | -6% | 2% | -5% | i | 1%
COc1ccc(CN2C(=O)C(CC(=O)NCc3ccco3)CC(C(=O)N3CCOCC3)=C2C)cc1 (stereo unspecified) | -10% | -13 | / | -0.2% | 13% | / | / | i | 12%
O=C(Nc1ccc2oc(=O)ccc2c1)c1cc2ccccc2o1 | 0% | 0 | 5% | 4.0% | 79%[activator] | 0% | -4% | i | -17%
Cc1nn(C)cc1CN(C)Cc1c(C(=O)N(C)Cc2ccccc2)nc2ccccn12 | 0% | 18 | 5% | -0.8% | -2% | 1% | 11% | i | 8%
COc1ccc(C2c3c(oc4ccc(Cl)cc4c3=O)C(=O)N2CCCN(C)C)cc1OC (stereo unspecified) | 11% | / | / | 12% | / | / | -1% | / | 4%
COc1cc(CNc2ccc(N3CCCC3)cc2)ccc1OCc1ccccc1 | -11% | -20 | 13% | 2.6% | 2% | ? | -21% | ? | -3%
Fc1ccc(NCc2ccccc2F)cc1Cl | -25% | -1 | 1% | 2.4% | 3% | 21% | 0% | i | ?
C=CCC1CCCC(=O)N2CCCC12 (stereo unspecified) | 0% | 21 | 8% | -1.4% | 11% | -1% | 4% | i | -1%
Cc1ccc(CNC(=O)c2ccc(NC3=NC4CS(=O)(=O)CC4S3)cc2)cc1 (stereo unspecified) | -8% | 22 | ? | 0.1% | -27% | ? | -10% | ? | 0%
CN(C)S(=O)(=O)c1cccc(NC(=O)COC(=O)CCC(=O)c2ccc(F)cc2)c1 | -1% | 20 | 12% | -0.5% | -4% | -2% | 1% | i | 2%
Cc1cc(NC(=O)c2ccc(Cl)cc2)n(CCC#N)n1 | -3% | 11 | 21% | 2.5% | 5% | -1% | -16% | i | -4%
Cc1cccc(C(=O)N/N=C/c2coc3ccccc3c2=O)c1 | -7% | -18 | 0% | 0.2% | -4% | -8% | 6% | i | -4%
CN1CCN(S(=O)(=O)c2cccc(C(=O)Nc3cc(Cl)ccc3N3CCOCC3)c2)CC1 | -27% | -19 | 0% | -0.1% | -6% | ? | 0% | ? | -11%
COc1cccc(CNC(=O)c2ccc3nc(-c4ccc(F)cc4)c(-c4ccc(F)cc4)nc3c2)c1 | -17% | / | / | -0.1% | -2% | / | 6% | i | -1%
COc1cccc2[nH]c(C(=O)NN)c(N)c12 | -4% | 25 | 3% | 7.6% | -12% | 1% | -9% | ? | 3%
Cc1ccc(C)c(/C(O)=C2\C(=O)C(=O)N(CCCN3CCOCC3)C2c2cccnc2)c1 (stereo unspecified) | 9% | 12 | 6% | 0.4% | -7% | -3% | 3% | i | -6%
COCCNC(=O)CN1C(=O)c2cccnc2Sc2ccccc21 | -3% | / | ? | -0.4% | 7% | / | 3% | i | 17%
COc1ccc(Oc2nccc(-c3ccc(F)cc3)c2C#N)cc1 | -7% | -2 | / | -0.2% | 8% | 8% | 0% | i | -15%
CC1CN(CCCCSc2ccc(Cl)cc2)CC(C)O1 (stereo unspecified) | -19% | -27 | 4% | 2.0% | -26% | 23µM* | 19% | i | ?
C[C@H]1NC(=O)[C@@]2(C)[C@H](c3ccccc3)[C@H]3COc4ccccc4[C@@H]3N2C1=O | 4% | 0 | 5% | 0.0% | 9% | -16% | 4% | i | 5%
Cc1cc(C)c(C(=O)c2cccs2)c(C)c1 | 8% | -1 | 28% | 0.5% | 4% | -5% | 9% | i | -1%
CCC(Sc1nccn1C)C(=O)Nc1nnc(C)s1 (stereo unspecified) | 0% | 11 | 10% | 0.3% | 5% | -2% | 1% | i | -3%
CC(=O)N1c2ccccc2CC1C(=O)N1CCN(c2cccc(C)c2C)CC1 (stereo unspecified) | -6% | / | / | 3.3% | -19% | / | -1% | ? | 0%
Cc1ccc(-c2nc3sccn3c2Nc2ccc(C)c(C)c2)cc1 | -6% | / | -7% | -0.2% | 8% | / | -2% | i | 6%
O=C(Cc1ccc(S(=O)(=O)N2CCOCC2)s1)Nc1cc(C(F)(F)F)ccc1N1CCCC1 | -13% | -8 | ? | 5.2% | -30% | 3% | -10% | i | -29%
CCCCOc1ccc2c(C)cc(=O)oc2c1OCCCC | -16% | ? | ? | -1.0% | -9% | ? | -11% | i | -25%
C#CC(C)(CC)NC(=O)c1cc2cccc(CC=C)c2oc1=O (stereo unspecified) | 2% | -26 | ? | -0.5% | -5% | 18% | 5% | i | 3%
CCc1ccccc1NC(=O)N[C@@H](C)C(=O)O | 4% | -8 | 5% | -0.4% | -1% | -1% | -1% | i | -8%
Cc1ccc(C(=O)C2CCN(C(=O)c3ccc(C)cc3)CC2)cc1 | -9% | 0 | 23µM* | -0.4% | ? | ? | -14% | ? | -21%
COc1cccc(C(=O)NCCc2csc3nc(-c4ccccc4F)nn23)c1OC | -22% | / | / | 22% | -5% | / | -7% | i | -8%
CN(Cc1ccccc1)C(=O)c1ccccc1C(=O)O | -13% | 30 | 14% | -0.2% | 6% | -2% | 4% | i | 0%
Cc1c(NC(=O)COc2ccc3ccccc3c2)c(=O)n(-c2ccccc2)n1C | -19% | -9 | -5% | -0.2% | -6% | 2% | -6% | i | -17%
COc1ccccc1OCCCCn1c(C2CC(=O)N(c3ccccc3Cl)C2)nc2ccccc21 (stereo unspecified) | -22% | / | ? | -0.1% | -5% | / | ? | i | -25%
CC1(C)CC(=O)c2sc(NC(=O)CN3CCOCC3)nc2C1 | 2% | 10 | ? | -0.3% | 11% | 16% | 6% | i | -3%
COc1cccc(-c2nc(SCC(=O)Nc3ccc4c(c3)OCCO4)c(-c3ccccc3)[nH]2)c1 | -15% | / | ? | 0.0% | 0% | / | ? | ? | ?
CCc1ccc(S(=O)(=O)Nc2ccc(-c3nc4cccnc4s3)cc2)s1 | -17% | -2 | ? | 9.3% | 57%[activator] | ? | 5% | / | 1%
COc1ccccc1CNc1nc(NCc2cnc(C)cn2)c2sccc2n1 | -24% | 26 | / | 6.2% | -2% | / | / | i | -3%
CN1CCCN(C(=O)c2ccc(Cl)c(S(=O)(=O)N(C)c3ccccc3)c2)CC1 | -15% | -6 | 1% | -0.1% | -16% | 21µM* | 7% | i | 1%
COc1ccc(C(=O)/C(=C\N(C)C)n2nc(C)cc2C)cc1 | 11% | 9 | -1% | -0.6% | -13% | -1% | -15% | i | 2%
CC(=O)Nc1cc(-c2nc3ccccc3o2)ccc1Cl | -23% | 15 | ? | 25% | / | 4% | 9% | i | 2%
COc1ccc(F)cc1S(=O)(=O)N1CCCCC1 | 3% | -8 | -24% | -0.3% | -8% | -2% | 3% | i | -2%
O=C1[C@H]2[C@@H](c3ccc(Cl)cc3)N3C(=O)N(c4cccc(F)c4)C(=O)[C@@]3(Cc3ccc(Cl)cc3)[C@H]2C(=O)N1C1CCCCC1 | -15% | 4 | -8% | -0.6% | -1% | -33%[inhibitor] | -5% | i | -2%
CC1CCC2(CC1)NC(=O)N(CC(=O)Nc1nc(-c3ccc(F)cc3)cs1)C2=O (stereo unspecified) | -3% | 33 | 3% | -0.9% | 3% | -1% | -8% | i | 1%
COc1ccc(CCN2CC(C(=O)O)CC2=O)cc1 (stereo unspecified) | 0% | -9 | 8% | -0.7% | -5% | -17% | 1% | i | -6%

Next records:
SMILES | HepG2 tox | IL1B secr inh | Nrf2 block | Nrf2 activator | ATXN2 expr inh | MCF10A rereplic | A549 tox | ATXN viability | TGFb SMAD3 inh
O=[N+]([O-])c1ccc(N2CCOCC2)cc1NCc1ccccc1 | -17% | -7 | / | 0.7% | -5% | 2% | -2% | i | 9%
Cc1cc(C)cc(SCc2noc(C(=O)NCc3ccccc3)c2C(=O)NCc2ccccc2)c1 | -9% | 25 | 17% | 0.3% | 1% | 4.6µM* | 7% | i | 8%
CCCc1cc(=O)n2[nH]c(-c3ccc(OC)cc3)nc2n1 | 5% | -7 | 24% | 0.1% | 2% | -3% | 2% | i | -5%
O=C(Nc1ccc(F)cc1)c1cnccn1 | 22% | -28 | / | 0.2% | / | / | / | i | 10%
Cc1cccc(C(=O)Nc2ccc(S(=O)(=O)N(Cc3ccccc3)c3ccccc3)cc2)c1 | 10% | / | -30% | 0.1% | 3% | / | 9% | i | -8%
